Tau ThT inhib: inhibitors of human tau fibril formation, thioflavin T binding. P10636. recombinant tau K18 P301L (four-repeat tau fragment), heparin-induced fibrillization, ThT fluorescence. Potency, µM (doses to about 57.4 µM), for the others: at the highest dose activity, negative = inhibition, actives largely listed as inhibitors. 2.1% of 270,000 active; further: on the % scale 0 is the no-effect control and ±100 the full control effect; nearly all actives have a fitted effect of over 55% in size
Target sequence (P10636 561-689 P618L limits assumed): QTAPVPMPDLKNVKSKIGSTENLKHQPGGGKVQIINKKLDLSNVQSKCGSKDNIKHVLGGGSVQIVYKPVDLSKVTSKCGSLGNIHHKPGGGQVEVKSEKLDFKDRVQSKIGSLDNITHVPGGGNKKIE
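K18 P301L tau (15 uM + 0.24 uM Alexa 594-tagged), heparin 20 uM, NaOAc pH 7, 6 h 37 C; ThT 30 uM, 1 h RT, ex 450/em 510 nm.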
SMN2 splice enh: enhancers of SMN2 splice variant expression; HEK293 SMN2-luciferase splicing reporter, luminescence, 30-36 h; Potency, µM (doses to about 46.1 µM), inactives show at the highest dose activity change, positive = activation, usual class: activators; 2.8% of 210,000 active; AID 1458; further: % of control where 0% means no effect; nearly all actives have a fitted effect of over 55% in size
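HEK293 cells carry an SMN2 […]–luciferase reporter in which exon 7 inclusion puts luciferase in frame. Cells were plated 10-12 h before compound addition, then incubated 30-36 h at 37C. ONE-Glo luminescence was read; sodium butyrate at 4.5 mM final served as control.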
KinaseGlo FLuc: blocks Kinase-Glo luciferase, a counter-screen artifact; Kinase-Glo luciferase, ATP luminescence, 8 min; AID 1379; Potency, µM (highest dose often 38.3 µM), without a hit: top-dose activity change, negative = inhibition, actives largely listed as inhibitors; 0.28% of 200,000 active; further: on the % scale 0 is the no-effect control and ±100 the full control effect; nearly all actives have a fitted effect of over 60% in size
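Substrate mix (final 50 mM imidazole pH 7.2, 50 mM KCl, 7 mM MgCl2, 10 uM ATP, 0.01% Tween 20, 0.05% BSA) plus pin-tool compound, then Kinase-Glo detection mix; 8 min ambient, luminescence read.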
KDM4E inh: JMJD2E (human) inhibition. JMJD2E catalytic domain, FDH-coupled NADH fluorescence (FDH is formaldehyde dehydrogenase). B2RXH2. Potency, µM (titrated, usually from 57.1 µM), without a hit: top-dose activity change, negative = inhibition, most hits filed as inhibitors. 1.6% of 230,000 active; active means well fitted inhibition curve with a large enough effect, not every such curve was filed as active; inconclusive means small, poorly fitted or top-dose-only effect, or another doubt; inactive means no such curve, though single readings can be large or run the other way;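 further: 0% = wells with enzyme and -100% = buffer wells without enzyme; nearly all actives have a fitted effect of over 50% in size; many of its hits are not listed in these tables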
Target sequence (B2RXH2 1-337 limits assumed): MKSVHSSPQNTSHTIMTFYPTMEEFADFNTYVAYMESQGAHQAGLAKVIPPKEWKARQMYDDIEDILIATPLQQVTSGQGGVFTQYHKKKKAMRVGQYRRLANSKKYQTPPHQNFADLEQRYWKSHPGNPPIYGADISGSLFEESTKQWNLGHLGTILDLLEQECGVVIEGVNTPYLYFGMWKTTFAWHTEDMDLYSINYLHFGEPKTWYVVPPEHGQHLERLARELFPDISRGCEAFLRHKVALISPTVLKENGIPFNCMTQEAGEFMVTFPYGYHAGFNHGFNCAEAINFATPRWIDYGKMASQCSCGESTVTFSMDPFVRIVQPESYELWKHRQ
ALDH1A1 block: inhibitors of human aldehyde dehydrogenase 1A1 | P00352 | Purified ALDH1A1, NADH fluorescence, propionaldehyde substrate | 7.3% of 220,000 active | Potency, µM (doses to about 75.3 µM), for the others: top-dose activity, negative = inhibition, usual class: inhibitors; active means well fitted inhibition curve with a large enough effect, not every such curve was filed as active; inconclusive means small, poorly fitted or top-dose-only effect, or another doubt; inactive means no such curve, though single readings can be large or run the other way;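 further: plate controls were no enzyme wells and a reference inhibitor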
Target sequence (P00352 whole entry, looked up): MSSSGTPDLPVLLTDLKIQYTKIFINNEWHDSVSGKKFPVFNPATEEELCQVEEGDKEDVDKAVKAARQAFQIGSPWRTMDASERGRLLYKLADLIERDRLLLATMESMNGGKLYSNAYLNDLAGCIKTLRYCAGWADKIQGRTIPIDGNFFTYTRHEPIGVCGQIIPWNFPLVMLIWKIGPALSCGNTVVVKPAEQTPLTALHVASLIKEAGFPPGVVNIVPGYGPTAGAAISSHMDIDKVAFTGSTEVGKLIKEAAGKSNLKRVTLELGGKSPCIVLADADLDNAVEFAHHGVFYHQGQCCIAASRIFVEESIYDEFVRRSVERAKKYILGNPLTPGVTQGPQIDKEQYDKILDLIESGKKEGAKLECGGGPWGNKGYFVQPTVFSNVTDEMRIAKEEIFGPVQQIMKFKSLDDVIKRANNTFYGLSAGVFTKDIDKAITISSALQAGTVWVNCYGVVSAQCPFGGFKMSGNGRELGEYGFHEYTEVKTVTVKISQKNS
LMNA splice mod: LMNA splicing modulation | HeLa LMNA splicing GFP/RFP minigene ratio, 48 h | Potency, µM (series often up to 46.1 µM), without a hit: top-dose ratio change, negative = inhibition, usual class: inhibitors | 0.01% of 200,000 active | AID 1487; active means well fitted inhibition curve with a large enough effect in the signal ratio, with a control signal flat, not every such curve was filed as active; inconclusive means small, poorly fitted or top-dose-only effect, or effect the other way, or a change in a side signal; the % refers to the signal ratio; further: on the % scale 0 is the no-effect control and ±100 the full control effect
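Read-out is the ratio of GFP to DsRed2 object intensity, acquired by 488 nm laser-scanning cytometry on HeLa lamin A-EGFP minigene reporter cells. Compound incubation 48 hrs at 37 °C in Opti-MEM with 2% FBS; DMSO 0.5% final.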
RECQ1 inh: inhibitors of human RECQ1 DNA helicase. RECQ1 DNA unwinding, red fluorescence kinetic read. Potency, µM (doses to about 57.3 µM), inactives show at the top dose activity, negative = inhibition, most hits filed as inhibitors. 0.54% of 240,000 active. AID 2549;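 further: plate controls were vehicle for no effect and no enzyme for full effect; nearly all actives have a fitted effect of over 30% in size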
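RECQ1T1 50 nM; forked duplex (20 bp + 30-nt ss tails) 200 nM, ATP 2 mM final; pH 8.0, 2 mM MgCl2, 2.5 ug/ml poly(dI-dC); 15 min compound preincubation; discontinuous kinetic read over 2 h at RT.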
L3MBTL1 inh: inhibitors of human L3MBTL1 | AlphaScreen L3MBTL1–H3K9me1 peptide binding | Potency, µM (highest dose often 57.1 µM), for the others: top-dose activity, negative = inhibition, usual class: inhibitors | AID 485360 | Q9Y468 | 0.66% of 230,000 active; further: on the % scale 0 is the no-effect control and ±100 the full control effect; nearly all actives have a fitted effect of over 60% in size
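Read-out is AlphaScreen signal from streptavidin donor and nickel chelate acceptor beads (10 ug/mL final each) bridging L3MBTL1 (50 nM) and biotinylated K9-monomethylated H3(1-15) peptide (75 nM), after 30 min compound exposure at room temperature.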
Numbers without * were called inactive; i = inactive; u = inconclusive; x = no result given; [ ] = another dose, or the depositor's remark. Unless noted, the call rests on the fitted dose curve; in most records, active means well fitted curve in the direction sought with a large enough effect; inconclusive means small, poorly fitted or top-dose-only effect, or another doubt; inactive means no such curve, though single readings can be large; an effect the other way counts as inactive or inconclusive. Potency means the concentration at half of the fitted maximal effect. A portion of the library (hit frequency here may not be typical).

1) Cc1noc(C)c1COC(=O)COc1ccc(-c2ccccc2)cc1
2) COc1ccc(NS(=O)(=O)c2ccc(OCC(=O)N3CCCC3)cc2)cc1
3) Cc1ccccc1NC1C=CS(=O)(=O)C1 (stereo unspecified)
4) CSc1nnc(Cn2c(=O)sc3ccccc32)n1C
5) N/C(=N/S(=O)(=O)c1ccccc1)c1cccc([N+](=O)[O-])c1
6) OCC1(Cc2cccc(Cl)c2)CCCN(Cc2cn[nH]c2C2CCCCC2)C1 (stereo unspecified)
7) Fc1ccc(-c2nnc3ccccn23)cc1
8) COc1ccc(OC)c(/C=C/C(=O)Nc2cccc(S(=O)(=O)N3CCCC3)c2)c1

Screen / compound no.,1,2,3,4,5,6,7,8
Tau ThT inhib,-22%,5%,-9%,2%,1%,-4%,-4%,-5%
SMN2 splice enh,x,-14%,14%,5%,x,x,1%,-4%
KinaseGlo FLuc,x,2%,-6%,2%,3%,-4%,2%,-1%
KDM4E inh,7%,10%,4%,2%,-6%,-12%,u,u
ALDH1A1 block,-3%,9%,-4%,15%,0%,-1%,-1%,u
LMNA splice mod,x,-11%,-19%,-4%,19%[46 µM],x,5%[9.22 µM],-25%[46 µM]
RECQ1 inh,-20%,-13%,-1%,-3%,i,12%,-15%,-10%
L3MBTL1 inh,53%[activator],2%,-6%,5%,-2%,-26%,12%,23%

9) CCNc1nc(N)c(C(=O)C23CC4CC(CC(C4)C2)C3)s1
10) Cc1ccc(S(=O)(=O)N2CCC(C(=O)N[C@H](C(=O)NCc3ccco3)C(C)C)CC2)cc1
11) CC(C)Cn1nnc2c(=O)oc3ccccc3c21
12) CCOC(=O)Cc1csc(NS(=O)(=O)c2ccc3ccccc3c2)n1
13) O=C(CN1C(=O)c2ccccc2C1=O)NCC1COc2ccccc2O1 (stereo unspecified)
14) CCn1nnnc1SCC(=O)c1cc(Cl)ccc1OC
15) O=C(c1cc(C(F)(F)F)cc(C(F)(F)F)c1)N1CCC[C@@]2(CCN(c3ccccc3)C2)C1
16) COc1ccc(-c2cc3nc(C)c(CCC(=O)NCc4ccco4)c(C)n3n2)c(OC)c1

Screen / compound no.,9,10,11,12,13,14,15,16
Tau ThT inhib,-10%,-4%,-3%,3%,-1%,-7%,x,-14%
SMN2 splice enh,x,-24%,-18%,17%,2%,x,-18%,-9%
KinaseGlo FLuc,x,-2%,1%,-1%,-1%,-5%,1%,-1%
KDM4E inh,2%,8%,-8%,-1%,14%,-11%,x,u
ALDH1A1 block,x,5%,1%,u,11%,u,-6%,u
LMNA splice mod,x,u,u,-20%,7%,13%[46 µM],x,-10%
RECQ1 inh,-5%,-9%,1%,3%,-13%,i,-8%,-3%
L3MBTL1 inh,u,-23%,12%,-20%,0%[11.4 µM],3%,x,-3%

17) O=C1CSC(c2ccccn2)N1c1ccccc1F (stereo unspecified)
18) CCn1c(/C=C/N(C)c2ccccc2)[n+](CC)c2ccc(Cl)cc21
19) Cc1ccnc(NS(=O)(=O)c2cc(C(F)(F)F)ccc2Cl)c1
20) O=C(Nc1ncc(Cc2cccc([N+](=O)[O-])c2)s1)c1ccco1
21) COC(=O)c1cc(Br)c(=O)n(CC(C)C)c1
22) COC(=O)c1[nH]c2ccccc2c1NC(=O)c1c(F)cccc1F
23) N#Cc1c(NC(=S)NC(=O)c2ccccc2)sc2c1CCC2
24) O=c1[nH]c(N2CCN(c3ccccc3)CC2)nc2c1CCC2

Screen / compound no.,17,18,19,20,21,22,23,24
Tau ThT inhib,-1%,-20%,-2%,-7%,-2%,-10%,u,-23%
SMN2 splice enh,-20%,-108%[inhibitor],x,x,x,x,-17%,-2%
KinaseGlo FLuc,-1%,0%,x,0%,-2%,x,2%,2%
KDM4E inh,-3%,-23%,-3%,-1%,1%,4%,3%,9%
ALDH1A1 block,-14%,u,16%,-12%,-7%,x,14µM*,0%
LMNA splice mod,-8%[46 µM],u,u,u,4%,x,-13%,-3%
RECQ1 inh,-6%,10%,-6%,-10%,i,-1%,0%,-3%
L3MBTL1 inh,x,8%,56%[activator],0%,x,-6%,-3%,x

25) COc1ccc(OC)c(S(=O)(=O)Nc2cnc3ccccc3c2)c1
26) CCn1cc(C(=O)NCCCN2CCN(C)CC2)c(=O)c2cc(S(=O)(=O)N3CCc4ccccc4C3)ccc21
27) CCC(C)(C)n1nnnc1C(c1ccccc1OC)N1CCSCC1 (stereo unspecified)
28) CCC(CC)C(=O)Nc1cc([N+](=O)[O-])ccc1F
29) Cc1cccc(NC(=S)N/N=C2/CCCCc3ccccc32)c1
30) COCc1cc(C)nc(NCCc2ccccc2)c1C#N
31) O=C(C[n+]1ccc(-c2cc(C(=O)Nc3cccc(C(F)(F)F)c3)c3ccccc3n2)cc1)c1cccc([N+](=O)[O-])c1
32) CCn1c(SCc2nc3sc(C(=O)O)c(C)c3c(=O)[nH]2)nnc1-c1ccc(Cl)cc1

Screen / compound no.,25,26,27,28,29,30,31,32
Tau ThT inhib,-2%,2%,-19%,-14%,-1%,-8%,u,-16%
SMN2 splice enh,u,-13%,20%,5%,3%,7%,-4%,2%
KinaseGlo FLuc,-1%,-2%,2%,1%,0%,-3%,-4%,2%
KDM4E inh,-3%,1%,0%,-1%,14%,u,-6%,-23%
ALDH1A1 block,-12%,-2%,u,18%,u,u,-4%,14µM*
LMNA splice mod,u,x,u,-10%,-4%,3%,5%[46 µM],-11%[46 µM]
RECQ1 inh,i,1%,i,-8%,i,-5%,-11%,0%
L3MBTL1 inh,4%[11.4 µM],x,2%,0%,u,x,u,-6%[11.4 µM]

33) CCn1c(SCC(=O)Nc2ccccc2OC)nc2ccccc2c1=O
34) Oc1ccc(NC(=S)Nc2ccc(O)cc2)cc1
35) Cn1cnc2nc3n(c2c1=O)CCC3
36) CC(C)c1ccc(/C=N/NC(=O)c2nnn(-c3nonc3N)c2CSC2=NCCS2)cc1
37) O=C(CSCc1ccc([N+](=O)[O-])cc1)Nc1ccccc1C(=O)O
38) CCCC(=O)c1ccc(N2CCN(C(=O)c3ccc(Br)cc3)CC2)c(F)c1
39) Cc1ccccc1OCCN1C(=O)C(=O)c2cccc(C)c21
40) c1ccc(-c2cccc(N3CC4(CCNCC4)C3)c2)cc1

Screen / compound no.,33,34,35,36,37,38,39,40
Tau ThT inhib,-9%,10µM*,-10%,-5%,-12%,u,u,x
SMN2 splice enh,-16%,x,10%,-5%,u,-12%,-9%,-18%
KinaseGlo FLuc,-2%,2%,-6%,1%,5%,-5%,-2%,0%
KDM4E inh,4%,u,6%,-9%,12%,u,1%,x
ALDH1A1 block,-6%,u,-9%,20µM*,-4%,u,0.22µM*,u
LMNA splice mod,u,-13%[46 µM],4%,u,23%[46 µM],u,-12%,x
RECQ1 inh,-8%,0%,4%,-13%,i,i,-10%,-10%
L3MBTL1 inh,x,u,x,-1%,0%,7%,-7%,x

One compound at a time, from the list above. Order of values: Tau ThT inhib	SMN2 splice enh	KinaseGlo FLuc	KDM4E inh	ALDH1A1 block	LMNA splice mod	RECQ1 inh	L3MBTL1 inh
Cc1ccc(S(=O)(=O)N2CCC(C(=O)N[C@H](C(=O)NCc3ccco3)C(C)C)CC2)cc1 across the screens: -4%	-24%	-2%	8%	5%	u	-9%	-23%
O=C(c1cc(C(F)(F)F)cc(C(F)(F)F)c1)N1CCC[C@@]2(CCN(c3ccccc3)C2)C1 across the screens: x	-18%	1%	x	-6%	x	-8%	x

Following part
41) Cc1cccc(OCc2nnc(SCc3nc4cc(C(F)(F)F)ccc4c(=O)[nH]3)o2)c1
42) CCOC(=O)C1CCCN(C(=O)c2ccc([N+](=O)[O-])c(C)c2)C1 (stereo unspecified)
43) COc1ccc(NS(=O)(=O)c2cccc(Cl)c2Cl)cc1S(=O)(=O)N1CCCCC1
44) CC1CC(C)CN(CCCNC(=O)Cn2ncc3c(=O)oc4ccccc4c32)C1 (stereo unspecified)
45) CCCCn1nc2cc(C(=O)NCc3ccc(C(F)(F)F)cc3C(F)(F)F)ccc2c1OCC
46) Clc1ccc(-n2nnc(-c3nccs3)n2)cc1Cl
47) O=S(=O)(Nc1cccc2c1ccc1cccn12)c1cccs1
48) CSCC(=O)Nc1nc(-c2ccc3c(c2)OCCO3)cs1

Screen / compound no.,41,42,43,44,45,46,47,48
Tau ThT inhib,-16%,5%,-5%,-6%,u,u,u,-22%
SMN2 splice enh,3%,7%,-23%,0%,-28%,x,-6%,11µM*
KinaseGlo FLuc,0%,-4%,1%,-2%,-3%,x,-2%,-2%
KDM4E inh,-8%,-4%,0%,-12%,u,13µM*,u,7%
ALDH1A1 block,5%,10%,0.35µM*,5%,u,25µM*,u,1%
LMNA splice mod,u,4%,u,-9%,2%,x,u,u
RECQ1 inh,i,-19%,-2%,-9%,12%,0%,-24%,i
L3MBTL1 inh,-4%,6%,3%,x,2%,13%,-3%,x

49) Cc1ccc(N(Cc2ccc([N+](=O)[O-])cc2)C(=O)c2ccco2)cc1
50) Cc1nc(CC(=O)N2CCN(S(=O)(=O)c3ccccc3C#N)CC2)cs1
51) Cc1cccc(N2CCN(C(=O)CS(=O)(=O)Cc3nc(-c4ccccc4F)oc3C)CC2C)c1 (stereo unspecified)
52) CN(Cc1ccccc1)c1nc(CN2CCOCC2)nc2scc(-c3ccccc3)c12
53) CN=C(NC(=O)Nc1c(C)cccc1C)NC(=O)Nc1c(C)cccc1C
54) O=C(Nc1cc(C(F)(F)F)ccc1F)C1CCCCC1

Screen / compound no.,49,50,51,52,53,54
Tau ThT inhib,-7%,1%,u,-16%,-3%,-7%
SMN2 splice enh,-2%,-9%,-111%[inhibitor],-56%[inhibitor],-7%,-23%
KinaseGlo FLuc,-1%,-5%,0%,2%,-1%,-1%
KDM4E inh,-4%,7%,5%,-23%,5%,5%
ALDH1A1 block,-12%,7%,u,5%,6%,11%
LMNA splice mod,3%,-5%,u,u,-4%[46 µM],8%
RECQ1 inh,-4%,-8%,-8%,0%,i,i
L3MBTL1 inh,-8%,4%,-15%,-20%,5%,x

Screening data: PubChem, National Center for Advancing Translational Sciences (NCATS)
